AHR activator: activates the human aryl hydrocarbon receptor; P35869; AHR-responsive luciferase reporter cells, luminescence; activation, % at 5 µM; hit rate 2.5% among 320,000; in the data active = activation above about 47%;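 note: 0% = vehicle wells and 100% = reference agonist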
PP1 inh: PP1-alpha (human) inhibition in PP5 counter-screen; P62136; purified PP1alpha, OMFP fluorescence; inhibition, % at 6.7 µM; hit rate 0.9% among 320,000;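 active = inhibition above the mean inhibition of all tested compounds plus 3 SD, computed separately for each screening campaign, cut at about 15% in these data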
Target sequence (P62136 whole entry, looked up): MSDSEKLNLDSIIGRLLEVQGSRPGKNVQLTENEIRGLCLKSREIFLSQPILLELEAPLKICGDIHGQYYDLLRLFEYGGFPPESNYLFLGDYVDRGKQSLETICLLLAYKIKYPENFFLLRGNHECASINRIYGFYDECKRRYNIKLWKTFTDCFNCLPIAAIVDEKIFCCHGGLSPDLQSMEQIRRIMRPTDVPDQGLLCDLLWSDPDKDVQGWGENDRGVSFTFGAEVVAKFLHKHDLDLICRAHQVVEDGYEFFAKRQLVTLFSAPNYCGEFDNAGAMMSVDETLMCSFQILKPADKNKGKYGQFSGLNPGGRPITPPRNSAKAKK
procasp7 counter: activates human procaspase-7, counter-screen for procaspase-3 activators | AID 463210 | recombinant procaspase-7, Ac-DEVD-pNA absorbance 405 nm; D23A/D198A/D206A triple mutant, cannot self-cleave; scale: DMSO 0, 5 µM enzyme 100 | hit rate 0.093% among 330,000 | P55210 | activation, % at 8.5 µM;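 active = percent activation above the screen-wide mean plus 3 SD, cut at about 25% in these data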
Target sequence (P55210 whole entry D23A/D198A/D206A): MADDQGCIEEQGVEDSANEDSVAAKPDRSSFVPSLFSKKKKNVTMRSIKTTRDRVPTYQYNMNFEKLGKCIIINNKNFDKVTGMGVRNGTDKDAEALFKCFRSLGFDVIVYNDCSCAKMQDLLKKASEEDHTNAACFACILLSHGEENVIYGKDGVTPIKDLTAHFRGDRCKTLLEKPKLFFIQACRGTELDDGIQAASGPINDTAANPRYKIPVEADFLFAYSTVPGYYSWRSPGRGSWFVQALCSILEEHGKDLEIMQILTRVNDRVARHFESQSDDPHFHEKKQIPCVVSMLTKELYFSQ
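Assay system: Uncleavable procaspase-7 mutant enzyme; Input: 2 µM procaspase-7 mutant as dispensed; Also added: DEVD-pNA substrate; Medium: Zinc-free HEPES pH 7.4 with 300 mM NaCl, 0.01% Triton X-100; Timing: 1 h compound preincubation, 2 h substrate cleavage, 25 °C; Measured by: Epi-absorbance of released pNA at 405 nm, two timepoints.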
PAFAH2 inh: PAFAH2 (human) inhibition; Q99487; recombinant PAFAH2, FP-rhodamine activity probe, fluorescence polarization; inhibition, % at 3.39 µM; hit rate 0.99% among 340,000; AID 492956;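 active = inhibition above the mean over all tested compounds plus 3 SD, cut at about 30% in these data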;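 note: inhibitors block probe labeling of enzyme so polarization drops; 0% = enzyme with DMSO and 100% = wells lacking PAFAH2 protein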
CTSL1 counter: cathepsin L1 inhibition, PFM18AAP counter-screen; recombinant F. hepatica cathepsin L1, Z-Leu-Arg-MCA fluorescence; inhibition, % at 5.96 µM; hit rate 0.49% among 300,000;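 active = inhibition above the mean of all tested compounds plus 3 SD, set per screening campaign, cut at about 17% in these data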;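 note: 0% = plate median of test compound wells and 100% = 1 µM Z-Phe-Ala-diazomethylketone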
TPT1 inhibitor: inhibitors of Candida albicans tRNA 2'-phosphotransferase TPT1; inhibition, % at 5 µM; recombinant caTPT1, FP RNA substrate dephosphorylation; hit rate 0.81% among 300,000;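 active = inhibition above the mean of all tested compounds plus 3 SD, set per screening campaign, cut at about 24% in these data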;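 note: plate controls were DMSO alone for no effect and ferristatin control at 100 nM for full effect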
procasp3 activ: procaspase-3 (human) activation | P42574 | hit rate 0.11% among 330,000 | recombinant procaspase-3 D3A, Ac-DEVD-pNA absorbance 405 nm | activation, % at 8.5 µM | AID 463141;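 active = activation above the mean of all tested compounds plus 3 SD, cut at about 21% in these data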;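 note: 0% = DMSO alone and 100% = DMSO wells spiked with extra 5 µM PC-3 D3A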
Target sequence (P42574 whole entry D9A/D28A/D175A): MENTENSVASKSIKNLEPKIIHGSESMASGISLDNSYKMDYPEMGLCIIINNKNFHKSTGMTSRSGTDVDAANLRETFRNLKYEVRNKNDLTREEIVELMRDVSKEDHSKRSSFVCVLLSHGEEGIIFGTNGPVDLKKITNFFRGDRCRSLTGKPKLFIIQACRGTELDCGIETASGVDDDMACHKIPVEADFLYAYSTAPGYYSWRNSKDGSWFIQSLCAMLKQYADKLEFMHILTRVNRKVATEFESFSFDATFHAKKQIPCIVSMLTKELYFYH
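Compound: 8.5 µM single point, 0.8% DMSO / Material: Autoprocessing-dead procaspase-3 D3A mutant enzyme / Timing: 1 h preincubation plus 2 h reaction at 25 °C / Medium: Zinc-free HEPES/NaCl buffer with 0.01% Triton X-100 at pH 7.4 / Technique: 405 nm absorbance of p-nitroaniline, reads at 0 and 120 min / Repeats: one well per compound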
core dimer inh: blocks dimerization of HCV core protein; AID 1899; inhibition, % at 5 µM; TR-FRET GST/Flag-core106 dimerization, 1536-well; hit rate 0.33% among 300,000;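 active = inhibition above the mean of all tested compounds plus 3 SD, set per screening campaign, cut at about 45% in these data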
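Material: Tagged HCV core106 pair (GST and Flag) | Amount: GST-core106 13.5 nM, Flag-core106 17 nM | Medium: KF-containing HEPES buffer, pH 7.45, DTT, CHAPS, BSA | Reagent: Eu donor and XL665 acceptor anti-tag antibodies | Schedule: 4 h at 22.5 °C | Technique: Time-resolved FRET, ex 340 nm, em 617 and 671 nm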
PP5 inh: PP5 (human) phosphatase inhibition | P53041 | purified PP5c, OMFP substrate fluorescence | inhibition, % at 6.7 µM | hit rate 0.18% among 320,000 | AID 1987;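 active = inhibition above the campaign's mean inhibition across all tested compounds plus 3 SD, cut at about 9.5% in these data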;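 note: 0% = DMSO only and 100% = 100 µM cantharidin control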
An asterisk follows results filed as active; nt = no result given.

[1] Cc1cccc(NC(=O)Nc2ccccc2)n1
[2] CC1CN(C(=O)CCC(=O)NCc2ccc(Cl)cc2)c2ccccc2O1 (stereo not drawn)
[3] COCc1nc(-c2ccc(-c3ccccc3)nc2OC)no1
[4] Cc1c(C)n(C)c2ccc(C(=O)Nc3cccc4ccccc34)cc12
[5] N#CC1(NC(=O)COC(=O)CSc2ccc(F)cc2)CCCCC1
[6] Cc1cc(C)n(CCC(=O)Nc2cccc(F)c2)n1
[7] Cc1oc(-c2ccccc2Cl)nc1CSCC(=O)O
[8] CC(=O)N1CCN(C2c3cccc4cccc(c34)C2NS(=O)(=O)c2ccccc2)CC1 (stereo not drawn)
[9] O=C(CN1C(=O)NC2(CCOc3ccccc32)C1=O)c1ccc(F)cc1 (stereo not drawn)
[10] CC(C)C(OC(=O)c1cccs1)C(=O)NCc1ccc(F)cc1 (stereo not drawn)

entry no.	1	2	3	4	5	6	7	8	9	10
procasp3 activ	-2	8	13	1	-7	2	6	4	-2	-8
TPT1 inhibitor	-3	-1	-3	-4	1	2	-1	2	4	1
PP5 inh	0.3	1.0	2.5	4.2	0.2	-0.1	0.3	3.6	-0.2	-0.2
core dimer inh	9	3	1	29	-1	0	-7	-1	6	-1
procasp7 counter	-11	-7	-2	8	-3	7	-10	-7	5	9
PP1 inh	2	2	9	2	-3	-2	-1	-4	-7	2
CTSL1 counter	1	4	0	2	-10	4	-2	-5	-2	-6
AHR activator	20	-1	-1	42	4	-1	-1	9	12	-1
PAFAH2 inh	-2	1	-3	1	0	-3	2	1	8	2

The closing three compounds of the section before come first, to join the parts.
[8] CC(=O)N1CCN(C2c3cccc4cccc(c34)C2NS(=O)(=O)c2ccccc2)CC1 (stereo not drawn)
[9] O=C(CN1C(=O)NC2(CCOc3ccccc32)C1=O)c1ccc(F)cc1 (stereo not drawn)
[10] CC(C)C(OC(=O)c1cccs1)C(=O)NCc1ccc(F)cc1 (stereo not drawn)
[11] O=C(/C=C/c1ccc(Br)cc1)c1ccc(NC(=O)c2ccco2)cc1
[12] Cn1c(=O)c2c(ncn2CC(=O)Nc2ccccc2N2CCOCC2)n(C)c1=O
[13] COc1cc(/C=N/NC(=O)c2cc(-c3cccn3C)n[nH]2)cc(OC)c1OC
[14] CCCCC/C(=N\NC(=O)Nc1ccccc1)c1ccccc1
[15] CC(=O)c1cc2c(cc1NC(=O)c1cc(C)nn1-c1ccccc1)OCO2
[16] CCN(CC)C(=O)Cn1cc(S(=O)(=O)CC(=O)NCCc2ccc(OC)c(OC)c2)c2ccccc21
[17] CC(C)(C)c1ccc(C(=O)NCC(=O)OCC(=O)Nc2ccccc2[N+](=O)[O-])cc1
[18] Cc1ccc(NC(=O)CCn2cccc2)cc1
[19] COc1ccc(-n2c(=O)[nH]cc(C(=O)Nc3ccc4c(c3)OCO4)c2=O)cc1OC
[20] CN1CCCN(c2ccc([N+](=O)[O-])cc2)CC1

entry no.	8	9	10	11	12	13	14	15	16	17	18	19	20
procasp3 activ	4	-2	-8	3	-11	-5	1	3	11	-11	-1	-8	-7
TPT1 inhibitor	2	4	1	3	-4	-1	1	-2	2	-3	2	1	-1
PP5 inh	3.6	-0.2	-0.2	0.8	1.4	1.9	-1.3	-1.3	-2.1	5.7	-0.9	0.3	-3.0
core dimer inh	-1	6	-1	29	-5	-2	2	4	2	5	-3	10	0
procasp7 counter	-7	5	9	0	9	0	0	-1	-1	7	8	6	-5
PP1 inh	-4	-7	2	22*	-6	-1	-4	-2	1	1	-5	-3	-1
CTSL1 counter	-5	-2	-6	-4	-1	0	25*	5	-1	-19	-2	6	3
AHR activator	9	12	-1	48*	1	19	17	5	1	0	7	24	-1
PAFAH2 inh	1	8	2	0	2	6	-5	2	2	1	-5	0	-4

Three compounds out of the list above, ordered by the number in core dimer inh, rising.
item	SMILES	core dimer inh
12	Cn1c(=O)c2c(ncn2CC(=O)Nc2ccccc2N2CCOCC2)n(C)c1=O	-5
16	CCN(CC)C(=O)Cn1cc(S(=O)(=O)CC(=O)NCCc2ccc(OC)c(OC)c2)c2ccccc21	2
19	COc1ccc(-n2c(=O)[nH]cc(C(=O)Nc3ccc4c(c3)OCO4)c2=O)cc1OC	10

Further results follow:
[21] CC(=O)/C(C#N)=C1\NC(=O)C(Cc2ccccc2)S1 (stereo not drawn)
[22] COc1ccc(NC(=O)Nc2nc3c(s2)CCCC3)cc1
[23] Nc1nc(SCC(=O)Nc2cccnc2Cl)n[nH]1
[24] CC(C)(C)c1ccc(-c2nc3n(c(=O)c2C#N)CCS3)cc1
[25] COc1ccc(CCNC(=O)C2CCN(Cc3nc(-c4cccc(Cl)c4)oc3C)CC2)cc1OC
[26] CCN(CC)C(=O)CSc1nc2ncc(Cl)cc2[nH]1
[27] CCN1CCN(CCCN(Cc2cccs2)C(=S)Nc2ccccc2C)CC1
[28] O=C1NC(=Nc2ccc(Cl)cc2)SC1Cc1cc(Cl)ccc1Cl (stereo not drawn)
[29] CCCCn1c(N)c(N(CCOC)C(=O)c2cc(-c3ccc(C)cc3)nc3ccccc23)c(=O)[nH]c1=O
[30] Cc1ccnc(SCc2cc(=O)c(OC(=O)c3ccc(S(=O)(=O)N(C)C)cc3)co2)n1

entry no.	21	22	23	24	25	26	27	28	29	30
procasp3 activ	-19	0	5	-7	-1	1	3	0	-2	-1
TPT1 inhibitor	-2	-3	-1	-1	3	-10	-1	-1	0	1
PP5 inh	-0.8	6.1	-3.5	2.4	2.3	1.2	2.6	1.4	1.0	-0.3
core dimer inh	-3	-10	1	6	0	1	-7	5	3	-2
procasp7 counter	-12	8	7	12	7	4	1	2	10	6
PP1 inh	-1	3	-3	3	-4	0	-1	4	-1	-2
CTSL1 counter	5	-1	6	-1	0	-3	0	-2	5	-6
AHR activator	3	4	-1	15	-1	44	-1	2	4	0
PAFAH2 inh	6	5	3	10	0	4	5	-7	0	-10

[31] COC(=O)CN1C(=S)N(c2ccc(Cl)cc2)C(=O)C1CC(=O)Nc1ccc(Cl)cc1 (stereo not drawn)
[32] CCN1C(=O)c2ccccc2S(=O)c2ccc(C(=O)N3CCOCC3)cc21 (stereo not drawn)
[33] Cc1ccc(NC(=O)N2CCC(C(N)=O)CC2)cc1
[34] O=C(c1cc(Br)c(Br)s1)N1CCN(c2ccccn2)CC1
[35] O=S(=O)(c1ccc(Cl)cc1)N1CCN(C(=S)NCC2CCCO2)CC1 (stereo not drawn)
[36] CCCn1c(=O)c2ccccc2n2c(SCC(=O)c3ccccc3)nnc12
[37] O=C1c2ccccc2CC1(Cc1ccccc1)Cc1ccccc1
[38] COCCOC(=O)/C(C#N)=C/c1cn(Cc2ccccc2)nc1-c1cccnc1
[39] CC1(C)CC(C(=O)Nc2nccs2)CCO1 (stereo not drawn)
[40] O=C(CCc1nnc2ccc(N3CCC4(CC3)OCCO4)nn12)Nc1cc(F)ccc1F

entry no.	31	32	33	34	35	36	37	38	39	40
procasp3 activ	-3	-2	6	0	3	3	0	9	-6	1
TPT1 inhibitor	-2	1	-2	2	3	1	-3	-1	-3	1
PP5 inh	9.2	-2.0	3.0	1.6	4.1	-1.3	2.0	-0.9	1.6	-0.6
core dimer inh	6	0	-8	-16	3	14	-5	-3	-11	28
procasp7 counter	0	4	3	6	10	-8	8	1	10	15
PP1 inh	3	0	0	-3	5	-10	-2	-1	-1	0
CTSL1 counter	-4	8	0	-2	-1	-3	2	4	-3	2
AHR activator	11	0	0	-15	1	0	3	6	-2	-1
PAFAH2 inh	-9	-8	3	5	9	6	10	2	6	6

[41] O=C(CC1S/C(=N/N=C/c2cccnc2)NC1=O)Nc1ccccc1 (stereo not drawn)
[42] COCCN(C(=O)CCC(=O)Nc1cc(C)on1)C(C(=O)NC(C)(C)C)c1ccc(OC)cc1 (stereo not drawn)
[43] CC1=CC(c2ccccc2)n2nc(N)nc2N1 (stereo not drawn)
[44] CCCCN=C1NN=C(c2ccc3c(c2)OCCO3)CS1
[45] CCc1nc2c(cnn2-c2ccc(F)cc2)c(=O)n1-c1ccc(N2CCC(C)CC2)cc1
[46] Cc1ccccc1NC(=O)C1c2cccc[n+]2CC(=O)N1Cc1ccc2c(c1)OCO2 (stereo not drawn)
[47] O=C(c1ccc(=O)[nH]n1)N1CCN(S(=O)(=O)c2ccc(C(F)(F)F)cc2)CC1
[48] O=c1cc(C(F)(F)F)[nH]c2c(OC(F)(F)F)cccc12
[49] Cc1cc(C)n(CCC(=O)N=Nc2c(O)[nH]c3ccc(Br)cc23)n1
[50] CC1CCN(CCOCCOc2ccc(Cl)cc2Br)CC1

entry no.	41	42	43	44	45	46	47	48	49	50
procasp3 activ	-9	-6	7	-10	9	-6	-1	10	3	-8
TPT1 inhibitor	7	-1	5	4	1	0	nt	3	-2	-2
PP5 inh	-0.1	-5.8	0.4	-0.3	1.6	1.3	1.1	-2.2	-0.6	2.6
core dimer inh	2	-6	-4	4	9	8	nt	3	-4	0
procasp7 counter	5	-8	12	-14	-3	-8	2	7	10	-13
PP1 inh	-6	-9	7	0	3	4	-1	-2	-1	7
CTSL1 counter	4	-9	-3	-2	-1	-2	nt	-3	1	4
AHR activator	11	2	5	-3	0	1	5	1	8	1
PAFAH2 inh	-2	3	0	nt	1	5	5	2	-3	5

Quoted from the listing:
cpd 45 | procasp7 counter: -3
cpd 50 | procasp3 activ: -8

No enrichment for hits; overall some 5.6% were active at least once.
